Source: PubChem BioAssay (National Center for Advancing Translational Sciences (NCATS))
CBFb RUNX1 block – CBF-beta/RUNX1 interaction disruption | Q01196+Q13951 | AlphaScreen CBFb-His/RUNX1-biotin binding, biochemical | Potency, µM (highest dose often 59.8 µM), without a hit: top-dose activity, negative = inhibition, actives largely listed as inhibitors | 230,000 tested, under 10 active | AID 1477; further: % of control where 0% means no effect
Target sequence (Q01196 whole entry, looked up): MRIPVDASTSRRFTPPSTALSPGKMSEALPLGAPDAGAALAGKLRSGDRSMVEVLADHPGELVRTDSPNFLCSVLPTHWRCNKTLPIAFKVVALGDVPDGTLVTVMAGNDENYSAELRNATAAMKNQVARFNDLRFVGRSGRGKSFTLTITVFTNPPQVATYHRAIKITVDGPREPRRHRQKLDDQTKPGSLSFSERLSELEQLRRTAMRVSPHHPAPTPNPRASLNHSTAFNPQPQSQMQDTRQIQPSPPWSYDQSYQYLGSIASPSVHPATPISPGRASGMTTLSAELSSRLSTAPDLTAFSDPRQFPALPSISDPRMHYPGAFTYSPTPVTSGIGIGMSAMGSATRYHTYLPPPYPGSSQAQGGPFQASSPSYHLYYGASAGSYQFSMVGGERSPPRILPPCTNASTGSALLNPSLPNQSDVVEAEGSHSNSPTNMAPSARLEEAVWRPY
Target sequence (Q13951 whole entry, looked up): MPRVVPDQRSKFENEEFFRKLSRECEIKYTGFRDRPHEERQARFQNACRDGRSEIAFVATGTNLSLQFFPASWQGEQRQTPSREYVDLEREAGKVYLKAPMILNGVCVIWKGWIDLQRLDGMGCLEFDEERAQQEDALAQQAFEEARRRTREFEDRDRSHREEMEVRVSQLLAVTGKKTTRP
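Room-temperature protein-protein interaction test with 30 nM each of His-tagged CBF-beta and biotinylated RUNX1, 15 min with compound, then 90 min with nickel plus streptavidin beads. Signal read in AlphaScreen mode.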
HTT cytoprotect – Huntington cell model cytoprotection by ATP luminescence; Potency, µM (highest dose often 56.4 µM), for inactives: cytoprotection (ATP increase), actives largely listed as activators; hit rate 0.14% among 230,000; PC12 HTT-Q103 induced, cytoprotection, ATP luminescence, 40 h;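 further: potency means the concentration at half of the fitted maximal effect; % of control where 0% means no effect; nearly all actives have a fitted effect of over 45% in size; toxic huntingtin expression switched on by the ecdysone agonist tebufenozide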
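Rat PC12, Q103 Htt exon1-GFP fusion, ecdysone promoter; tebufenozide inducer 100 nM final; compound titration; qHTS, 1500 cells/well; ATPlite luminescent read.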
LMNA splice mod – modulators of lamin A splicing; HeLa LMNA splicing GFP/RFP minigene ratio, 48 h; Potency, µM (series often up to 46.1 µM), for the others: top-dose ratio change, negative = inhibition, most hits filed as inhibitors; hit rate 0.01% among 200,000; AID 1487; active means well fitted inhibition curve with a large enough effect in the signal ratio, with a control signal flat, not every such curve was filed as active; inconclusive means small, poorly fitted or top-dose-only effect, or effect the other way, or a change in a side signal; the % refers to the signal ratio; further: potency means the concentration at half of the fitted maximal effect; on the % scale 0 is the no-effect control and ±100 the full control effect
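Read-out is the ratio of GFP to DsRed2 object intensity, acquired by 488 nm laser-scanning cytometry on HeLa lamin A-EGFP minigene reporter cells. Compound incubation 48 hrs at 37 °C in Opti-MEM with 2% FBS; DMSO 0.5% final.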
SMN2 splice enh – increases expression of the SMN2 splice variant. HEK293 SMN2-luciferase splicing reporter, luminescence, 30-36 h. Potency, µM (doses to about 46.1 µM), inactives show at the highest dose activity change, positive = activation, hits mostly activators. hit rate 2.8% among 210,000. AID 1458; further: potency means the concentration at half of the fitted maximal effect; % of control where 0% means no effect; nearly all actives have a fitted effect of over 55% in size
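HEK293 cells carry an SMN2 […]–luciferase reporter in which exon 7 inclusion puts luciferase in frame. Cells were plated 10-12 h before compound addition, then incubated 30-36 h at 37C. ONE-Glo luminescence was read; sodium butyrate at 4.5 mM final served as control.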
IMPase Li inh – cell-permeable IMPase inhibitors with lithium potentiation. CHO-M1 cells, IP1 TR-FRET (IP-One), carbachol + lithium. Potency, µM (titrated, usually from 59.4 µM), inactives show top-dose activity, negative = IMPase inhibition, actives largely listed as inhibitors. hit rate 0.35% among 210,000;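 further: IP1 builds up when IMPase is blocked and the TR-FRET signal falls; potency means the concentration at half of the fitted maximal effect; plate controls were basal vehicle for no effect and high inhibitor control for full effect; nearly all actives have a fitted effect of over 50% in size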
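CHO-M1, 2000 cells/well, 16–30 h culture; cpd + low Li+, 30 min 37C; lysis with d2-IP1/Eu-anti-IP1 Ab, 10 min RT; TR-FRET 665/620 ratio and 620 channel; AC50 via Hill.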
KinaseGlo FLuc – counter-screen: inhibitors of Kinase-Glo firefly luciferase; hit rate 0.28% among 200,000; Potency, µM (highest dose often 38.3 µM), inactives show top-dose activity change, negative = inhibition, usual class: inhibitors; Q27757; Kinase-Glo luciferase, ATP luminescence, 8 min; further: potency means the concentration at half of the fitted maximal effect; on the % scale 0 is the no-effect control and ±100 the full control effect; nearly all actives have a fitted effect of over 60% in size
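Compounds were added to a substrate mix at pH 7.2 (50 mM imidazole, 10 uM ATP, within the enzyme's linear range), followed by Kinase-Glo detection reagent; luminescence was measured after 8 minutes at ambient temperature.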
HTT aggregate – reduces HttQ103-GFP aggregates in PC12 cells; PC12 HttQ103-GFP aggregates, Acumen cytometry, 40 h; hit rate 1.1% among 220,000; Potency, µM (series often up to 46.1 µM), for the others: at the top dose activity change, negative = inhibition, actives largely listed as inhibitors; further: potency means the concentration at half of the fitted maximal effect; on the % scale 0 is the no-effect control and ±100 the full control effect; nearly all actives have a fitted effect of over 60% in size
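Steps: seed 1500 PC12 HTTQ103-GFP cells/well; add tebufenozide, 100 nM final; add compound titration; add ATPLite reagent; quantify GFP aggregates by laser scanning cytometry.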
The depositor's hits bear a star; ? = inconclusive; . = not tested or not shown; & = joins results of further samples; [ ] = dose if it differs, or a comment. Unless noted, the call rests on the fitted dose curve; in most records, active means well fitted curve in the direction sought with a large enough effect; inconclusive means small, poorly fitted or top-dose-only effect, or another doubt; inactive means no such curve, though single readings can be large; an effect the other way counts as inactive or inconclusive. Compounds were not picked by outcome. Share with any hit: about 4%.

SMILES	CBFb RUNX1 block	HTT cytoprotect	LMNA splice mod	SMN2 splice enh	IMPase Li inh	KinaseGlo FLuc	HTT aggregate
Cc1noc(C)c1S(=O)(=O)N(CC(=O)Nc1ccc2c(c1)OCO2)c1ccc(C(C)C)cc1	1%	-18%	11%	-20%	5%[38.3 µM]	1%	4%
CCN(c1ccccc1)S(=O)(=O)c1ccc(OC)c(NC(=O)C2CC(=O)N(Cc3ccccc3)C2)c1 (configuration not stated)	12%	0%[10 µM]	.	.	.	.	-19%[9.22 µM]
CCCCSc1nnc(-c2c[nH]c3ccccc23)n1C	1%	?	-12%	-9%	-17%[38.3 µM]	-4%	-24%
O=c1oc(-c2ccc([N+](=O)[O-])cc2)nc2ccccc12	3%	-99%[inhibitor]	.	1%	1%	-5%	-6%
O=C(N/N=C/c1ccc(F)cc1)c1cc(-c2ccco2)nc2ccccc12	.	-64%[inhibitor]	2%	6%	-8%[38.3 µM]	-4%	28%
O=C(CSc1ncccn1)NCc1cccc(Cl)c1	0%	.	.	21%	-5%	0%	-15%
O=C(/C=C/c1cccc([N+](=O)[O-])c1)OC1CCCCC1=O (configuration not stated)	0%	12%[10 µM]	?	7%	5%	-2%	30%
O=[N+]([O-])c1ccc(CN2CCCCCC2)s1	-13%	?	10%	4%	20%	0%	?
CN(C)C(=O)c1nc2ccc(Cl)cn2c1CN1CCCC(OCc2cccnc2)C1 (configuration not stated)	6%	-16%[10 µM]	3%[46 µM]	.	10%	-1%	-13%[9.22 µM]
O=C(O)c1ccc(-n2[nH]c3c(c2=O)CCCC3)cc1	0%	-20%	.	.	8%	5%	-11%
Cn1c(-c2ccccc2O)cc2ccccc21	?	25%[1.9 µM]	-15%	-17%	7%	-4%	-18%
Cn1nc(C(=O)N2CCc3ccccc32)c2ccccc2c1=O	3%	-66%	-12%[46 µM]	-2%	3%	7%	1%
COc1ccc(C(=O)COC(=O)CN2C(=O)NC(C)(C)C2=O)cc1OC	5%	10%	-3%	-3%	-11%[38.3 µM]	-6%	0%
COc1cccc2c1OC1(C)CC2/C(=C(\C)O)C(=O)N1 (configuration not stated)	-8%	-11%	13%	-3%	-5%[38.3 µM]	-2%	8%
COc1ccccc1Cn1c(C)nnc1-c1cnn(C)c1N	21%	-30%	.	24%	-2%	7%	7%
CN1C(=S)SC2CS(=O)(=O)CC21 (configuration not stated)	7%	5%[10 µM]	.	.	.	.	-10%[9.22 µM]
CCc1ccc(CCC(=O)Nc2nnc(CC)s2)o1	2%	-12%	-3%	-8%	-13%[38.3 µM]	-1%	10%[9.22 µM]
CCn1c(CNC(=O)Cc2ccc(OC)cc2)nnc1SCC(=O)Nc1ccc(C(=O)O)cc1	9%	-42%[inhibitor]	.	.	.	.	15%
COc1ccccc1NC(=O)NCCCl	6%	11%[10 µM]	-7%	-19%	-5%	5%	4%
O=C(Cc1ccccc1)NNC1CC(=O)N(c2ccccc2)C1=O (configuration not stated)	10%	0%[1.9 µM]	-10%	23%	-3%	2%	19%
COc1cc(NC(=O)c2ccc(COCC(F)(F)F)cc2)cc(OC)c1OC	5%	-16%	2%	6%	7%[38.3 µM]	3%	7%
O=C1c2ccccc2C(=O)N1CCc1csc(NNc2nc(CCN3C(=O)c4ccccc4C3=O)cs2)n1	?	3%	.	-26%	-6%	?	17%
OCCn1c(CSc2nnc(-c3ccco3)n2-c2ccccc2)nc2ccc(Cl)cc21	-8%	9%[10 µM]	3%	-12%	20%[38.3 µM]	1%	-10%
CCCCN1C(C)=CC(=C2C(=O)c3ccccc3C2=O)C=C1C	13%	-154%[inhibitor]	.	-25%	12%	?	-7%
Cc1ccc(NC(=O)C2CC(=O)Nc3nc4ccccc4n32)c(C)c1 (configuration not stated)	8%	-5%[10 µM]	.	.	.	.	0%[9.22 µM]

(cont.)
SMILES	CBFb RUNX1 block	HTT cytoprotect	LMNA splice mod	SMN2 splice enh	IMPase Li inh	KinaseGlo FLuc	HTT aggregate
Cc1cccc2cc(CN(Cc3ccc4c(c3)OCO4)Cc3nnnn3C3CCCC3)c(=O)[nH]c12	3%	-23%[10 µM]	11%	-29%	16%[38.3 µM]	-2%	?
CCN(Cc1ccccc1)C(=O)COC(=O)CNS(=O)(=O)c1ccc(C)cc1	2%	-8%[10 µM]	-2%	-5%	4%	6%	2%
C=C[C@H](C)[C@](C)(O)c1ccccc1	5%	?	.	19%	2%	1%	.
Cc1onc(-c2ccccc2)c1C(=O)NCCN1CCOCC1	2%	-2%	-4%	1%	-14%[38.3 µM]	-1%	-8%
CC[C@H](C)[C@@H]1NC(=O)c2cc([N+](=O)[O-])cc(F)c2NCCCC[C@@H](C(N)=O)NC(=O)[C@H](CC(N)=O)NC1=O	8%[2.36 µM]	.	-4%	-10%	5%	10%	-20%
Cc1ccc(Cc2cnc(N3C(=N)SC(C)C3=O)s2)cc1 (configuration not stated)	-7%	-74%[inhibitor]	.	-6%	4%	0%	-19%
CC(C)c1ccc(NC(=O)C(c2ccccc2)N(Cc2ccco2)C(=O)CC2NC(=O)NC2=O)cc1 (configuration not stated)	-2%	-37%	.	-37%[inhibitor]	-4%	1%	21%
CCC(C)(C)n1nnnc1C(c1ccc(O)cc1)N1CCc2ccccc2C1 (configuration not stated)	0%	4%[10 µM]	-7%[46 µM]	.	11%	1%	2%[9.22 µM]
COc1ccc(C2N=C(c3ccccc3)NC(c3ccccc3)=N2)cc1	8%	-3%[1.9 µM]	-13%	5%	8%	7%	4%
CCN(CC)C(=O)C1CCCN(Cc2ccc3c(c2)OCO3)C1 (configuration not stated)	-2%	25%	4%	2%	-13%[38.3 µM]	2%	-3%[9.22 µM]
Cc1ccc(C)c(SCC(=O)Nc2cc(C)nn2-c2ccc(F)cc2)c1	-1%	12%[10 µM]	-2%	.	.	.	-1%
CCN(CC)P(=O)(C(NC(=O)OC)C(F)(F)C(F)(F)C(F)(F)C(F)F)N(CC)CC (configuration not stated)	-6%	-24%[10 µM]	4%	5%	1%[38.3 µM]	9%	-8%
COc1ccc(NC(=O)N2CC[C@@]3(CCCN(C(=O)c4cnccn4)C3)C2)cc1	.	-64%[inhibitor]	.	-1%	10%	-2%	.
CCOCc1[nH]c(=S)[nH]c(=O)c1Cc1ccc(OCC(C)C)cc1	1%	26%[10 µM]	.	.	0%	-2%	29%[9.22 µM]
CCOC(=O)C1CCN(c2c(N(C)Cc3ccco3)c(=O)c2=O)CC1	-3%	17%[10 µM]	-11%	-6%	-3%	3%	17%
Cc1cnc(CNc2ccnc(-c3cccc(C#N)c3)n2)cn1	.	-15%	-6%	.	17%	.	.
CN(C(=O)COC(=O)C1CCN(S(=O)(=O)c2cccs2)CC1)c1ccccc1	-3%	-30%	.	.	1%	.	-3%
COc1ccc(/C=C/C(=O)NC(=S)Nc2ccc(N3CCN(C(C)=O)CC3)cc2)cc1	8%	10%[10 µM]	.	.	.	.	10%[9.22 µM]
CC(=O)[C@H](C(c1ccccc1)N1CCOCC1)N1CCOCC1 (some centres not stated)	.	.	.	-4%[9.22 µM]	-10%	-7%[7.66 µM]	.
CCOC(=O)C1CCCc2c1[nH]c1ccc(Cl)cc21 (configuration not stated)	-7%	6%[10 µM]	?	.	3%	3%	4%[9.22 µM]
OC1(Cc2ccccc2)CCNCC1	2%&4%	16%&-2%[10 µM]	1%[46 µM]	.	.	.	5%&-20%[9.22 µM]
CCCn1c(SCC(N)=O)nnc1-c1ccco1	2%	-16%	3%	-16%	3%[38.3 µM]	-1%	-2%[9.22 µM]
COc1ccc(Nc2nc(NCc3ccco3)nc(N)c2[N+](=O)[O-])cc1	-1%	22%[10 µM]	33%[46 µM]	.	.	.	22%[9.22 µM]
CCN(CC)C(=O)CSc1nnc(-c2ccccc2)o1	-1%	4%	-2%	-16%	21%[38.3 µM]	0%	1%
Cn1cc(-c2ccccc2C(N)=O)c(=O)c2ccccc21	-3%	3%[10 µM]	22%[46 µM]	9%	-7%	-2%	-7%

Retrieved by compound from the list above, four records:
SMILES	CBFb RUNX1 block	HTT cytoprotect	LMNA splice mod	SMN2 splice enh	IMPase Li inh	KinaseGlo FLuc	HTT aggregate
O=C(N/N=C/c1ccc(F)cc1)c1cc(-c2ccco2)nc2ccccc12	.	-64%[inhibitor]	2%	6%	-8%[38.3 µM]	-4%	28%
CCN(c1ccccc1)S(=O)(=O)c1ccc(OC)c(NC(=O)C2CC(=O)N(Cc3ccccc3)C2)c1 (configuration not stated)	12%	0%[10 µM]	.	.	.	.	-19%[9.22 µM]
OC1(Cc2ccccc2)CCNCC1	2%&4%	16%&-2%[10 µM]	1%[46 µM]	.	.	.	5%&-20%[9.22 µM]
Cn1nc(C(=O)N2CCc3ccccc32)c2ccccc2c1=O	3%	-66%	-12%[46 µM]	-2%	3%	7%	1%

New compounds follow.
SMILES	CBFb RUNX1 block	HTT cytoprotect	LMNA splice mod	SMN2 splice enh	IMPase Li inh	KinaseGlo FLuc	HTT aggregate
O=C(c1ccc(S(=O)(=O)N2CCCCC2)cc1)N1CCN(CCN2C(=O)c3cccc4cccc(c34)C2=O)CC1	-4%	-62%[inhibitor]	?	-108%[inhibitor]	17%	0%	-21%
COC(=O)C(C)NC(=O)c1ccc(C(C)(C)C)cc1 (configuration not stated)	12%	-12%[10 µM]	-8%	?	-7%	-4%	-11%
Cc1ccc(CNC(=O)c2cccc(-n3cnnn3)c2)cc1	-2%	-1%	16%	2%	27%[38.3 µM]	-1%	6%[9.22 µM]
Cc1cccc(C)c1NC(=O)NCc1ccco1	9%	3%[10 µM]	.	.	.	.	-4%[9.22 µM]
CCNC(=S)NNC(=O)c1cc(C)on1	-2%	10%	3%	-7%	9%[38.3 µM]	-7%	10%
O=C1CC(NNc2nc3ccccc3s2)C(=O)N1c1ccc(F)cc1 (configuration not stated)	4%	12%[10 µM]	.	.	.	.	16%[9.22 µM]
Cc1ccc(-c2noc(CCC(=O)NCCN3CCN(Cc4ccccc4)CC3)n2)cc1	-3%	8%	?	-11%	8%[38.3 µM]	0%	?
CCOC(=O)c1cnc(-n2nc(C)cc2C)nc1NNc1ncc(-c2ccccc2)cn1	3%	-1%[10 µM]	.	.	.	.	10%[9.22 µM]
CCCC(c1cc(C(C)(C)C)c(O)cc1C)c1cc(C(C)(C)C)c(O)cc1C	.	13%[10 µM]	.	-22%[9.22 µM]	-2%	-7%[7.66 µM]	.
